Screens deposited in PubChem by National Center for Advancing Translational Sciences (NCATS).
AmpC inh no detg – qHTS Inhibitors of AmpC Beta-Lactamase (assay without detergent); P00811; AmpC nitrocefin hydrolysis, absorbance 480 nm, 0.0001% Triton; Potency, µM (highest dose often 57.1 µM), for inactives: top-dose activity change, negative = inhibition, actives largely listed as inhibitors; 330,000 compounds, 0.52% hits;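 further: potency means the concentration at half of the fitted maximal effect; plate controls were no compound for no effect and no enzyme for full effect; nearly all actives have a fitted effect of over 20% in size; some results filed as inactive show a strong effect at the top dose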
Target sequence (P00811 whole entry, looked up): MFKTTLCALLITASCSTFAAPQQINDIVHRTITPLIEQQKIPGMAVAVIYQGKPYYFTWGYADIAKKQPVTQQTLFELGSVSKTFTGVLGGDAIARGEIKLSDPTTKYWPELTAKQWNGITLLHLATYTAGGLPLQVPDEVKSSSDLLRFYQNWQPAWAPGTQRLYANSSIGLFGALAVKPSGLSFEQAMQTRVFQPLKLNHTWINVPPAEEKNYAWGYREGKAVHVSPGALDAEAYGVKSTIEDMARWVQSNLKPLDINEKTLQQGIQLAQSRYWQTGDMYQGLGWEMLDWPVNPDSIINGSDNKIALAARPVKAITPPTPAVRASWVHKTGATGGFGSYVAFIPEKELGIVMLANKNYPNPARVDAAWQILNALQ
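20 mM phosphate pH 7.0 + 0.01% (detergent screen) or 0.0001% Triton X-100; 5.3 nM AmpC reagent; cpd preinc 15 min RT; nitrocefin (800 uM stock) to start; A480 q20 s × 4 min; Activity was normalised to no-enzyme and no-compound control wells.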
HCMV antiviral – qHTS Assay for inhibitors of the human cytomegalovirus (HCMV); HFF cells, HCMV-luciferase reporter, 72 h; hits give low values; activity change, negative = inhibition, % at 57.5 µM; 410,000 compounds, 4.5% hits; AID 1259415, 2018; in the data active means activity change below about -60%; inconclusive means no clear call, values can overlap the other calls; inactive means above about -39%
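Human foreskin fibroblasts infected with luciferase-reporter HCMV at MOI 1 PFU/cell, compounds at two doses. Luciferase measured 72 h post infection; normalized to buffer-only basal and Salinomycin (10uM) controls.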
Sm TGR inh – qHTS Assay for the Inhibitors of Schistosoma Mansoni Peroxiredoxins; AID 485364, 2010; purified TGR, DTNB reduction, TNB absorbance 405 nm; Schistosoma mansoni thioredoxin glutathione reductase (TGR), Q962Y6; 360,000 compounds, 3% hits; Potency, µM (doses to about 114 µM), inactives show top-dose activity change, negative = inhibition, usual class: inhibitors; further: potency means the concentration at half of the fitted maximal effect; nearly all actives have a fitted effect of over 60% in size
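First, TGR (20 nM dispensed) and NADPH were mixed with compound. Second, a 15 min room-temperature incubation followed. Third, further NADPH and then DTNB were added to start the reaction. Finally, TNB absorbance was monitored kinetically.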
FBPA Giardia inh – qHTS Assay for Inhibitors of Fructose-1,6-bisphosphate Aldolase from Giardia Lamblia | A8B2U2 | purified Giardia FBPA | Potency, µM (titrated, usually from 59.6 µM), for inactives: at the highest dose activity, negative = inhibition, actives largely listed as inhibitors | 290,000 compounds, 0.71% hits; further: potency means the concentration at half of the fitted maximal effect; nearly all actives have a fitted effect of over 55% in size
Target sequence (A8B2U2 whole entry, looked up): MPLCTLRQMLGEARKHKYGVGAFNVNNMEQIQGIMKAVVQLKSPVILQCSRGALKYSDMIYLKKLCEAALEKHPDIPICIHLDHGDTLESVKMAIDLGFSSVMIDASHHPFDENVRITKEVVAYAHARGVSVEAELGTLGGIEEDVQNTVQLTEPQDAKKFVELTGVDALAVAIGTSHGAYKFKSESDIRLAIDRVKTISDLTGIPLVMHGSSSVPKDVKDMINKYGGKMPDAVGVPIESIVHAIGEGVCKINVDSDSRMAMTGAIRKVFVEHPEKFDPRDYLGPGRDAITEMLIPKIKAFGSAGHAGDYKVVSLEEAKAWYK
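Giardia FBPA (40 nM reagent) was preincubated 10 min at RT with compound (up to 57.5 uM final), then substrate plus GAPDH/TPI/NAD/arsenate coupling system with diaphorase/resazurin was added; resorufin fluorescence (525/598 nm) was read after 20 min.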
HCV inhibitor – qHTS Assay for Inhibitors of Hepatitis C Virus (HCV). 340,000 compounds, 3.4% hits. Potency, µM (top dose mostly 41.8 µM), for inactives: top-dose activity change, negative = inhibition, usual class: inhibitors. Huh7.5.1 HCVcc-Cre infection, luciferase reporter, 44 h; further: potency means the concentration at half of the fitted maximal effect
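Reporter virus HCVcc-Cre (~0.5 moi) infects cells exposed to compound; seeding density 1,000 cells/well with 4 h settling beforehand. Luminescence, 15 sec read, taken 44 h post-infection following a 15 min RT substrate incubation.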
AmpC detergent – qHTS Inhibitors of AmpC Beta-Lactamase (assay with detergent); P00811; AmpC hydrolysis of nitrocefin, absorbance 480 nm, 0.01% Triton; Potency, µM (top dose mostly 114 µM), inactives show at the highest dose activity change, negative = inhibition, usual class: inhibitors; 370,000 compounds, 0.041% hits;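 further: potency means the concentration at half of the fitted maximal effect; 0% = no-compound wells and -100% = no-enzyme wells; nearly all actives have a fitted effect of over 25% in size; some results filed as inactive show a strong effect at the top dose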
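20 mM phosphate pH 7.0 + 0.01% (detergent screen) or 0.0001% Triton X-100; 5.3 nM AmpC reagent; cpd preinc 15 min RT; nitrocefin (800 uM stock) to start; A480 q20 s × 4 min; Activity was normalised to no-enzyme and no-compound control wells.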
Active calls of the source: *; ? = inconclusive; nt = no result given; [ ] = remark or other dose. Unless noted, the call rests on the fitted dose curve; in most records, active means well fitted curve in the direction sought with a large enough effect; inconclusive means small, poorly fitted or top-dose-only effect, or another doubt; inactive means no such curve, though single readings can be large; an effect the other way counts as inactive or inconclusive. Unless noted, on the % scale 0 is the no-effect control and ±100 the full control effect.

molecule	AmpC inh no detg	HCMV antiviral	Sm TGR inh	FBPA Giardia inh	HCV inhibitor	AmpC detergent
COc1ccc(C2C(C#N)=C(N)Oc3c2c(=O)oc2ccccc32)cc1Cn1cc([N+](=O)[O-])cn1 (centres undefined)	-46%	77	22%	8%	1%	-1%
CCOc1ccccc1NC(=O)COC(=O)/C=C/c1cccs1	-23%	24	nt	nt	-13%	nt
COc1ccc(C(=O)NNC(=O)CSc2nnc(COc3ccccc3)n2C)cc1	?	21	2%	3%	8%	-4%
CC(C)c1ccc(NC(=O)CCNC(=O)Cn2cnc3ccccc3c2=O)cc1	0%	-37	5%	-9%	?	6%
S=C(Nc1cccnc1)NC1CC2CCC1C2 (centres undefined)	17%	-26	-5%	nt	9%	-7%
CC(=O)c1sc(N)nc1C	-10%	?	-6%	nt	?	?
O=C(CCn1nnc2ccccc21)OCC(=O)c1ccc(F)cc1	-12%	11	3%	2%	14%	-13%
CCCn1c(SCC(=O)Nc2ccccc2N2CCOCC2)nc2c1c(=O)n(C)c(=O)n2C	-20%	-11	31%	14%	1%	1%
COc1cccc2cc(-c3nnc(SCC(=O)Nc4ccc(NC(C)=O)cc4)n3C)oc12	4%	-16	-15%	nt	-29%	-7%
CCCC(=O)Nc1c2c(nn1-c1ccc(OC)cc1)CS(=O)(=O)C2	-3%	-28	-12%	2%	2%	5%
Cc1ccc(-n2nc3c(=O)n(CC(=O)c4ccc(F)cc4)nc(C)c3c2C)cc1	-4%	-31	15%	5%	?	?
O=C(Cn1ncc2ccsc2c1=O)N1CCN(c2ccc(F)cc2)CC1	nt	-9	2%	nt	nt	12%
COc1cc(C(=O)Nc2cccnc2)cc(OC)c1OC	-9%	25	-14%	?	-14%	-8%
COCCNS(=O)(=O)c1ccc2c(c1)oc(=O)c1cc(S(=O)(=O)NCCOC)ccc12	68%[activator]	nt	5%	0%	9%	?
CC(C)N=C(NC#N)SCc1ccccc1	-18%	14	0%	8%	6%	?

Going on with the list:
molecule	AmpC inh no detg	HCMV antiviral	Sm TGR inh	FBPA Giardia inh	HCV inhibitor	AmpC detergent
COc1ccc(OC)c(S(=O)(=O)N2CCC3(CC2)CC(=O)c2ccccc2O3)c1	2%	-33	-8%	nt	2%	-2%
O=C(CSCc1ccc(F)cc1)Nc1nc2c(s1)CCCC2	-37%	73	0%	1%	-1%	?
Cc1cc(C)cc(NC(=O)c2cc(S(=O)(=O)N3CCC(C)CC3)cn2C)c1	nt	-1	-1%	nt	nt	-3%
COC(=O)c1c(N2C(=O)[C@H]3[C@@H](C2=O)[C@]2(C(=O)Nc4c2ccc(C)c4C)N2CCC[C@@H]32)sc(C)c1C	-19%	84	56µM*	-10%	?	1%
CC(C)(C)OC(=O)C[C@@H]1C/C=C\C[C@@H](CC(=O)N(CCO)Cc2ccccc2)C(=O)NC[C@@H](c2ccccc2)OC1=O	205%[activator]	-8	nt	nt	-27%	nt
CCn1c(SCc2ccccc2)nnc1C1CCN(S(=O)(=O)c2ccc(OC)cc2)CC1	57%	-10	0%	0%	-29%	-10%
COc1ccc(CCNC(=O)Cc2cc(OC)c(OC)cc2Br)cc1OC	2%	10	-7%	-1%	23%	1%
COc1ccc(C(=O)/C=C/c2ccc(OC)c(CN3CCOCC3)c2)cc1	113%[activator]	-77*	-3%	1%	11%	?
Cc1ccc(Nc2nnc(SCC(=O)Nc3cccc(S(=O)(=O)NC4=NCCCCC4)c3)s2)c(C)c1	3%	-13	1%	-12%	-20%	3%
COc1ccccc1Nc1nn2c(=O)c3ccc(C(=O)NC4CCC(C)CC4)cc3nc2s1 (centres undefined)	nt	-26	1%	nt	nt	13%
CN(C(=O)CSc1nc(-c2ccc(F)cc2)cs1)C1CCS(=O)(=O)C1 (centres undefined)	20%	-17	6%	1%	2%	?
CCCc1ccc(S(=O)(=O)NCc2nnc(SC)n2C)cc1	-3%	17	-3%	4%	0%	?
Cc1ccc(Nc2nc3c(s2)CCC3)c(C)c1	-12%	71	0%	-5%	-11%	?
NC(=O)CC(NC(=O)c1cccc(Br)c1)c1ccc(NC2CCCCCCCCCCC2)c([N+](=O)[O-])c1 (centres undefined)	-19%	-12	-10%	10%	16%	-3%
CCOc1ccc(-c2nnn(CCC(=O)O)n2)cc1OC	-25%	9	6%	16%	-3%	?

2 records picked at random from the list so far, as already listed:
molecule	AmpC inh no detg	HCMV antiviral	Sm TGR inh	FBPA Giardia inh	HCV inhibitor	AmpC detergent
CCCc1ccc(S(=O)(=O)NCc2nnc(SC)n2C)cc1	-3%	17	-3%	4%	0%	?
COC(=O)c1c(N2C(=O)[C@H]3[C@@H](C2=O)[C@]2(C(=O)Nc4c2ccc(C)c4C)N2CCC[C@@H]32)sc(C)c1C	-19%	84	56µM*	-10%	?	1%

Continuation:
molecule	AmpC inh no detg	HCMV antiviral	Sm TGR inh	FBPA Giardia inh	HCV inhibitor	AmpC detergent
C=CCn1c(O)c(C(CC)=NCCc2c[nH]c3ccccc23)c(=O)[nH]c1=O	-26%	13	-6%	-1%	?	-4%
O=C(COc1ccc(S(=O)(=O)N2CCOCC2)cc1)NCc1ccco1	-18%	5	-17%	nt	23%	2%
Cc1cccc(NC(=O)C2CCN(S(=O)(=O)c3cccs3)CC2)n1	-14%	-39	0%	0%	?	-1%
COc1ccc(C2(C(=O)N3CCOCC3)CCOCC2)cc1OC	0%	12	0%	2%	18%	-18%
O=c1[nH]c(C2CCN(S(=O)(=O)Cc3ccccc3)CC2)nc2c1nnn2Cc1ccccc1	0%	-10	-15%	-6%	-8%	-4%
COc1ccc(S(=O)(=O)N(CCc2ccccc2)CC(=O)NCc2ccc(C)cc2)cc1	nt	58	-4%	nt	nt	9%
CC(NS(=O)(=O)c1ccc(F)cc1)C(=O)NCc1ccncc1 (centres undefined)	-14%	-14	-4%	6%	11%	1%
c1ccc2oc(-c3[nH]ncc3CN(Cc3ccncc3)CC3CCCO3)cc2c1 (centres undefined)	7%	?	2%	4%	-9%	4%
CC1CCCN(S(=O)(=O)c2ccc(C(=O)NC(C)c3ccccc3)cc2)C1 (centres undefined)	-15%	-10	-1%	nt	?	-5%
Cc1cc(C(=O)O)c2c(=O)n(C)c(=O)n(C)c2n1	nt	3	-6%	nt	nt	3%
O=C(Nc1ccc(F)c(Cl)c1)c1cc(-c2ccco2)on1	-33%	-14	-15%	-4%	-9%	-12%
Cc1c(NC=C(C#N)C#N)c(=O)n(-c2ccccc2)n1C	-18%	48	0%	-4%	17%	2%
O=C(CCc1c[nH]c2ccccc12)NC1CC1	-11%	-11	-10%	4%	4%	-5%
Cc1cnc(C(=O)Nc2cc(S(=O)(=O)N3CCOCC3)ccc2N2CCN(C)CC2)cn1	-27%	-10	3%	4%	7%	-2%
Oc1ccc(N=Nc2ccc3c(c2)OCCO3)c2ncccc12	-19%	-103*	-12%	15%	?	0%

(more compounds)
molecule	AmpC inh no detg	HCMV antiviral	Sm TGR inh	FBPA Giardia inh	HCV inhibitor	AmpC detergent
Cc1oc(-c2ccc(C(=O)NCc3ccc(N(C)C)cc3)cc2)nc1COc1ccccc1	nt	2	-2%	nt	nt	-1%
Cc1nn(CC(=O)OCCOc2ccc(Br)cc2)c(C)c1[N+](=O)[O-]	-4%[11.4 µM]	23	0%	-7%	-5%	?
N/C(=N\NC(=O)c1cccs1)c1cc2cc(Cl)ccc2oc1=O	-34%	?	5%	-15%	17%	-13%
Cc1ccc(CNC(=O)c2cc3c(s2)-c2c(C)cccc2OC3)cc1	nt	-24	3%	nt	nt	10%
Cc1ccc2cc(/C=C/C(=O)c3ccco3)c(Cl)nc2c1	-23%	150	8.9µM*	0%	?	4%
O=C(Nc1ccc(Cl)cc1Cl)c1cc(S(=O)(=O)N2CCN(c3ccccc3F)CC2)ccc1F	nt	-65*	7%	nt	nt	8%
CCSc1ccc(/C(N)=N/OC(=O)c2cccs2)cn1	-45%	46	2%	nt	13%	-6%
COc1ccc(/C=C2\SC(N3CCCCC3)=NC2=O)cc1OC	-17%	-34	9%	3%	-10%	-11%
O/N=C/c1ccc2ccccc2c1	-24%	11	16%	13%	9%	-3%
COC(=O)CSc1nnc(CNc2nc(-c3ccccc3)cs2)n1C	5%	-1	-6%	-10%	-1%	-14%
O=C1C2ON(c3ccccc3)C(c3cccnc3)C2C(=O)N1c1ccccc1 (centres undefined)	0%	13	-17%	11%	0%	?
CCC(=O)Nc1nnc(Sc2ccc(N(C)C)cc2)s1	-35%	-1	1%	5%	18%	-2%
NC(=S)Nc1cc2ccccc2c2ccccc12	-40%	-72*	7%	?	?	2%
Cc1ccc(C(=O)N/C(=C\c2ccco2)C(=O)N2CCOCC2)cc1C	90%[activator]	26	-18%	nt	-10%	?
COc1cc(-c2noc(C)c2-c2ccc(N(C)C)nc2)cc(OC)c1OC	112%[activator]	-37	-13%	-15%	2%	?

Further results
molecule	AmpC inh no detg	HCMV antiviral	Sm TGR inh	FBPA Giardia inh	HCV inhibitor	AmpC detergent
COc1cc(NC(=O)Cc2cccs2)c(C(=O)O)cc1OC	-17%	-25	nt	-11%	23%	-1%
Cc1nc2ccccn2c1C(=O)N/N=C/c1cc(C)n(-c2ccc(Cl)cc2)c1C	64%[activator]	-33	-11%	-5%	?	-15%
O=C1CC(c2ccc(Cl)cc2)CC(O)=C1C=NCc1ccc(Cl)c(Cl)c1 (centres undefined)	-11%	75	-1%	3%	-12%	-1%
CCSc1ccc(C(=O)NCC(=O)O)cc1	2%	16	-4%	10%	13%	1%
COc1cccc(CNc2ncnc3onc(-c4ccc(F)cc4)c23)c1	nt	-16	-1%	nt	nt	2%
CC(C)c1ccc(NC(=O)NC2CCCCC2)cc1	nt	185	?	-3%	?	3%
NC(=O)[C@@H]1CCNc2c(I)cc([N+](=O)[O-])cc2C(=O)N[C@@H](CCC(=O)O)C(=O)N[C@@H](CO)C(=O)N1	-1%	nt	-8%	-4%	5%	-1%
Cc1cccc(Cn2c(=O)n(CCCC(=O)NCc3ccco3)c(=O)c3ccccc32)c1	16%	-15	-20%	-1%	?	-12%
CCCc1cc(=O)oc2cc(OCC(=O)N3C[C@H]4C[C@@H](C3)c3cccc(=O)n3C4)ccc12	-11%	-17	-2%	0%	13%	?
COc1ccc(CN(C)C(=O)CCN2C(=O)c3ccccc3C2=O)c(OC)c1OC	22%	-23	6%	nt	5%	2%
COCCNC(=S)NN=C1CCCCCC1	-11%	-115*	-17%	20µM*	-9%	0%
Cc1oc2ncn(CC(C)C)c(=O)c2c1C(=O)N1CCN(c2ccc(F)cc2)CC1	nt	3	2%	nt	nt	16%
Oc1ccc(-c2[nH]ncc2-c2ccc(Cl)cc2)c(O)c1	?	-33	-4%	nt	?	0%
Cc1cc(C)c2c(N)c(S(=O)(=O)Cc3ccccc3)sc2n1	-26%	8	1%	-7%	-8%	-17%
O=C(CSc1nc2nc(-c3cccs3)cc(C(F)(F)F)c2c(=O)[nH]1)C(F)(F)F	-7%	94	3.5µM*	?	3%	-12%
COc1cccc(-n2nc3c(=O)n(Cc4ccccc4Cl)nc(C)c3c2C)c1	-13%	-5	-11%	2%	3%	-9%
